Screening results from PubChem.
OX1R antag-1: antagonists of human orexin 1 receptor (OX1R); Orexin/Hypocretin receptor type 1 (Homo sapiens), O43613; OX1R-expressing cells, FRET antagonist read-out; inhibition, % at 6.6 µM; 330,000 tested, 1.8% active; AID 485270, 2010; in the data active = inhibition mostly above about 38%, no sharp cut-off; inactive = mostly below about 40%;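 note: 0% = agonist challenge alone and 100% = reference antagonist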
Target sequence (O43613 whole entry, looked up): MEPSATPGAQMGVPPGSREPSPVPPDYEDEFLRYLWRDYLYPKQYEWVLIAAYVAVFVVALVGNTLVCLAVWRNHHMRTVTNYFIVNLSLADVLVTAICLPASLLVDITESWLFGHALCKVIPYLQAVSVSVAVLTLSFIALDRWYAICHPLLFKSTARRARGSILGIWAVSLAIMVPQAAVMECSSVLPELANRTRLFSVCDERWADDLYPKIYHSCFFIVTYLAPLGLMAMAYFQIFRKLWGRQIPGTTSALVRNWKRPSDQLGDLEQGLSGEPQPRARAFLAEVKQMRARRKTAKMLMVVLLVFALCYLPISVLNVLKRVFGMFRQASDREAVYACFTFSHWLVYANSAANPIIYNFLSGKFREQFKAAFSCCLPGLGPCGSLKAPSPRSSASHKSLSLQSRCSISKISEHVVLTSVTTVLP
OX1R antag-2: OX1R (HCRTR1) antagonists, primary screen, fluorescence, CHO/OX1R cells, Fluo-8 calcium, orexin A; Orexin/Hypocretin receptor type 1 (Homo sapiens), O43613; Fluo-8 calcium fluorescence; inhibition, % at 5 µM; 330,000 tested, 0.43% active; AID 434989, 2010;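 active = inhibition above its plate's threshold, mean inhibition of all tested compounds on the plate plus 3 SD, cut at about 37% in these data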;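 note: 0% = orexin A challenge wells and 100% = SB-334867-A antagonist wells; not every result past the cut was called active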
STK33 inh: inhibitors of purified STK33 kinase, primary screen, biochemical, ADP-Glo luminescence, homogeneous, cell-free; 320,000 tested, 0.073% active; MBP phosphorylation; inhibition, % at 10 µM; Serine/threonine-protein kinase 33 (Homo sapiens), Q9BYT3; AID 2661, 2010;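 active = inhibition at or above 25%, using the most active replicate where run in duplicate; inactive = inhibition below 25%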
Target sequence (Q9BYT3 whole entry, looked up): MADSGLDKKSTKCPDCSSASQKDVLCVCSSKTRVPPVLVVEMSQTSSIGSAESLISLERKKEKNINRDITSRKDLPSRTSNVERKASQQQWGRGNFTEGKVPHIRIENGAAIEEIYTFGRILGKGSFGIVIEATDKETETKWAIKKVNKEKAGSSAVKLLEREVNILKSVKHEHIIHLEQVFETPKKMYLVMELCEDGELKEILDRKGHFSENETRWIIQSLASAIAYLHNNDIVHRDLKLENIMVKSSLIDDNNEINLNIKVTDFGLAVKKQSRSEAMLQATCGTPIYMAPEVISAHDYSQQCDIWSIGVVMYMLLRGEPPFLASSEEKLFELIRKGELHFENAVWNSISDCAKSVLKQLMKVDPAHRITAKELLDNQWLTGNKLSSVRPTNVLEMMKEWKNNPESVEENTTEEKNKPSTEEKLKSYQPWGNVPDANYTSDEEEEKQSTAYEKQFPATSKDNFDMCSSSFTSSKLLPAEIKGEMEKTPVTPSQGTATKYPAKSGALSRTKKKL
* hit, by the source's call; nt = no result given.

SMILES | OX1R antag-1 | OX1R antag-2 | STK33 inh
CC1=C(n2nnc3ccccc32)C(c2ccccc2)C(C#N)=C(N)O1 (configuration not stated) | 11 | -36 | 0.9
CCN1CCN(c2nc(Nc3cc(OC)ccc3OC)nc(Nc3cc(OC)ccc3OC)n2)CC1 | 6 | -17 | -3.1
CCCCCCn1cc(C(=O)O)c(=O)c2cc(F)c(N3CCN(C(=O)OCC)CC3)cc21 | 14 | -13 | 0.0
CCn1c2ccccc2c2cc(/C=N/NC(=O)c3ccncc3)ccc21 | 39 | 7 | 1.5
COc1ccc(N(C(=O)c2ccco2)S(=O)(=O)c2cccc([N+](=O)[O-])c2)cc1 | 5 | -12 | -0.5
Cn1cc(CN2CCC(C(=O)N3CCCC3)CC2)c(-c2ccccc2F)n1 | 5 | -5 | -1.3
Cn1c(-c2ccccc2)cnc1N | -1 | 11 | 0.6
Cc1cc(C)n2[nH]c(=O)c(N=Nc3cccc(C(F)(F)F)c3)c2n1 | 53 | -21 | -0.9
COc1ccccc1NC(=O)N(CCN(C)C)Cc1cc2cc(C)ccc2[nH]c1=O | 17 | -6 | 1.8
CCOc1nc(-c2ccccc2)c2cc(Br)ccc2n1 | -2 | -8 | -1.5
O=C(CN1CCCN(Cc2ccc(F)cc2Cl)C1=O)NC1CCCC1 | 28 | -7 | 1.3
CCOCCn1c(CC)nc2ccccc21 | 25 | -13 | -1.2
O=C(CNCC(=O)Nc1ccc(F)c(F)c1F)Nc1ccc(F)c(F)c1F | -3 | -18 | 0.3
COCCn1c(SCC(=O)Nc2ccccc2C)nc2c(oc3ccccc32)c1=O | 6 | -12 | -0.6
Cn1c(NCC(O)CO)nc2c1c(=O)n(Cc1ccc(Cl)c(Cl)c1)c(=O)n2C (configuration not stated) | 19 | 4 | nt
CCn1c(SCC(=O)N2CCCC(C)C2)nnc1-c1ccco1 (configuration not stated) | 9 | -25 | -0.7
O=C(N/N=C\c1c(O)ccc2ccccc12)c1cncc(Br)c1 | 73* | 63* | -0.9
CCn1ncc(/C=N/O)c1C | 13 | -1 | -0.4
O=C(CN1C(=O)NC2(CCCCCC2)C1=O)NCc1ccccc1 | 3 | -6 | -1.6
CC(Sc1nnc(-c2ccc(O)cc2)o1)C(=O)Nc1cccc2ccccc12 (configuration not stated) | 13 | -19 | -5.0

2 compounds drawn at random from the list so far:
SMILES | OX1R antag-1 | OX1R antag-2 | STK33 inh
Cn1c(NCC(O)CO)nc2c1c(=O)n(Cc1ccc(Cl)c(Cl)c1)c(=O)n2C (configuration not stated) | 19 | 4 | nt
CCOc1nc(-c2ccccc2)c2cc(Br)ccc2n1 | -2 | -8 | -1.5

The listing picks up; the four compounds before the break are reprinted first.
SMILES | OX1R antag-1 | OX1R antag-2 | STK33 inh
O=C(N/N=C\c1c(O)ccc2ccccc12)c1cncc(Br)c1 | 73* | 63* | -0.9
CCn1ncc(/C=N/O)c1C | 13 | -1 | -0.4
O=C(CN1C(=O)NC2(CCCCCC2)C1=O)NCc1ccccc1 | 3 | -6 | -1.6
CC(Sc1nnc(-c2ccc(O)cc2)o1)C(=O)Nc1cccc2ccccc12 (configuration not stated) | 13 | -19 | -5.0
Cc1ccc(CNC(=O)C2CCN(S(=O)(=O)c3cccc4nonc34)CC2)cc1 | 27 | -5 | -0.9
CNC(=O)c1[nH]cnc1C(=O)N[C@@H](Cc1ccccc1)C(=O)OC(C)(C)C | 26 | -23 | 0.4
CC(C)CC(=O)CN1C(=O)C2(OCCO2)c2ccccc21 | -1 | -9 | 0.1
CC(C)C[C@H](NC(=O)c1nc[nH]c1C(=O)NCC(=O)OC(C)(C)C)C(=O)OCc1ccccc1 | 7 | -36 | 0.4
O=c1c2ccccc2oc2ccc(-c3ccc4[nH]ccc4c3)cc12 | 54 | -15 | 0.0
C[C@H](c1ccccc1)n1nnc(COCc2ccccc2)c1C#CCOCc1ccccc1 | 22 | -32 | -0.6
O=C1CCNCCN1[C@H](CO)c1ccccc1 | 2 | 1 | -1.4
Cc1cccc(C)c1NC(=O)CN1CCN(CC(=O)NCC2(N3CCCCC3)CCCCC2)CC1 | 5 | -3 | 1.0
CCCOc1ccc(-c2cc(C(F)(F)F)c(C#N)c(SCC(=O)O)n2)cc1 | 14 | -22 | -2.2
C=CCn1c(SC(C)C#N)nc2sc(CC)cc2c1=O (configuration not stated) | 6 | -48 | -2.2
COc1ccc(NC(=O)Cn2cnc3sc(C)c(S(=O)(=O)N4CCN(C)CC4)c3c2=O)cc1OC | 11 | -6 | -0.1
COc1ccc(CNC(=O)CCS(=O)(=O)c2ccc(Br)cc2)cc1 | 19 | -8 | -1.8
COC(=O)NCC(C)OC(=O)Nc1ccc(Cl)cc1 (configuration not stated) | 13 | -8 | -0.9
O=S1(=O)CC/C(=N/Nc2ccc(C(F)(F)F)cn2)c2cc(F)ccc21 | 15 | -22 | -1.2
CC(=O)NCCc1nc2ccccc2n1CCOc1ccccc1 | 9 | -13 | -0.9
CCCCOC(=O)Sc1nc2ccccc2o1 | 6 | -4 | 0.1
Oc1ccccc1/C=N/Nc1cccc2cccnc12 | 19 | -29 | 1.2
S=c1nc(C2CCCCC2)[nH][nH]1 | 11 | 0 | -2.2
COc1cc(NC(=O)CSc2nc3ccccc3cc2Cc2ccccc2)cc(OC)c1 | 11 | -22 | 0.4
Nn1c(=S)[nH]c2sc3c(c2c1=O)CCCC3 | 7 | -20 | 0.5

In a second layout: entries from further up
Results follow in this order: OX1R antag-1	OX1R antag-2	STK33 inh
> CC(C)CC(=O)CN1C(=O)C2(OCCO2)c2ccccc21
 : -1	-9	0.1
> CC(C)C[C@H](NC(=O)c1nc[nH]c1C(=O)NCC(=O)OC(C)(C)C)C(=O)OCc1ccccc1
 : 7	-36	0.4
> O=c1c2ccccc2oc2ccc(-c3ccc4[nH]ccc4c3)cc12
 : 54	-15	0.0
> C[C@H](c1ccccc1)n1nnc(COCc2ccccc2)c1C#CCOCc1ccccc1
 : 22	-32	-0.6

(next part)
SMILES | OX1R antag-1 | OX1R antag-2 | STK33 inh
Oc1ccc(/C=N/Nc2cc(N3CCCC3)nc(N3CCCC3)n2)cc1 | 12 | -5 | 0.2
COc1ccccc1C(=O)NC(=S)Nc1ccc(S(=O)(=O)N2CCN(C)CC2)cc1 | 16 | -30 | -1.7
Cc1ccc(O)c(C(=O)c2cc(C#N)c(=O)n(C(C)c3ccccc3)c2)c1 (configuration not stated) | 21 | -32 | -1.3
COc1ccc(OC)c(C(C(=O)NCc2ccco2)N(C(=O)Cn2nnc3ccccc32)C2CC2)c1 (configuration not stated) | 20 | -36 | -0.2
Cc1ccc(CNc2ccc(Cl)cc2[N+](=O)[O-])cc1 | 5 | -20 | -0.3
COc1ccc(-c2csc(N3N=C(C)C(C)C3=O)n2)cc1 (configuration not stated) | 3 | 0 | -2.0
CSc1cccc(-n2c(C)cc(C(N)=O)c2C)c1 | 37 | 0 | -0.4
COc1ccc(S(=O)(=O)NC2CC3CCC2C3)cc1 (configuration not stated) | 7 | -13 | -2.6
COc1cccc(NC(=O)N2C3CCCC2CC(NC(=O)C2CC2)C3)c1 (configuration not stated) | 19 | -2 | 0.3
O=C(NCc1ccco1)C1CC(c2ccccc2O)=NO1 (configuration not stated) | 9 | -6 | 1.1
N#CC(c1ccc(F)cc1)c1ccc(C(=O)c2ccc(F)cc2)cc1 (configuration not stated) | 25 | -4 | 0.6
CC(C)=CCOc1c2ccoc2c(OCC=C(C)C)c2oc(=O)ccc12 | 13 | 54* | nt
COc1ccc(Br)cc1CNC(=O)CCN1C(=O)COc2ccccc21 | 27 | -18 | -0.6
COc1ccccc1/C=N/NC(=O)CC(=O)NCCc1ccccc1 | 7 | -11 | -1.3
Cc1ccc(N(Cc2ccccc2)C(=O)c2ccc(F)c(S(=O)(=O)N3CCOCC3)c2)cc1 | 1 | -19 | 0.4
C=CCNc1nc2ccccc2nc1NS(=O)(=O)c1ccc(Br)cc1 | 29 | -22 | -0.3
CCOC(=O)c1ccccc1NC(=O)c1cn(-c2ccc(OC)cc2)c(=O)c2ccccc12 | 19 | -9 | 1.1
CC1(C)Cc2c(ccc3ccccc23)-c2nnc(-c3cccnc3)n21 | -5 | -9 | -0.4
O=C(NC(NC(=O)c1ccccc1)C(=O)c1ccccc1)c1ccccc1 | 13 | -27 | -2.5
On1ccccc1=S | 14 | 37* | -3.2

Compound profiles, from the list above.
`COc1ccc(OC)c(C(C(=O)NCc2ccco2)N(C(=O)Cn2nnc3ccccc32)C2CC2)c1` (configuration not stated) reads OX1R antag-1: 20; OX1R antag-2: -36; STK33 inh: -0.2
`O=C(NC(NC(=O)c1ccccc1)C(=O)c1ccccc1)c1ccccc1` reads OX1R antag-1: 13; OX1R antag-2: -27; STK33 inh: -2.5
`COc1ccccc1C(=O)NC(=S)Nc1ccc(S(=O)(=O)N2CCN(C)CC2)cc1` reads OX1R antag-1: 16; OX1R antag-2: -30; STK33 inh: -1.7

New compounds follow.
SMILES | OX1R antag-1 | OX1R antag-2 | STK33 inh
O=[N+]([O-])c1ccc(-c2c[nH]c(=S)[nH]2)cc1 | 52 | -11 | -2.0
CC(=O)Nc1ccc(NC(=O)C(C)OC(=O)c2ccccc2Sc2ccccc2C#N)cc1 (configuration not stated) | 13 | 6 | -1.2
CNC(=S)NNC(=O)c1cccn(Cc2ccc(Cl)c(Cl)c2)c1=O | -1 | 9 | -1.0
Cc1ccc(S(=O)(=O)N2CCN(c3ccccc3)CC2)cc1C | 9 | -13 | -0.7
CCN(CC)C(=O)Cn1cc(S(=O)(=O)CC(=O)Nc2ccccc2F)c2ccccc21 | 17 | -24 | -0.1
COc1ccc(S(=O)(=O)Nc2ccc(S(=O)(=O)N3CCCCC3)cc2)cc1 | 17 | 31 | 1.8
Cc1onc(-c2c(F)cccc2Cl)c1C(=O)NCc1ccco1 | 7 | -13 | 6.7
CNC(=O)/C(=C\C=C\c1ccccc1)NC(=O)c1ccc([N+](=O)[O-])cc1 | 21 | -2 | -3.1
Cc1nn(-c2ccccc2)c2c1C1(C(=O)Nc3ccccc31)N1C(=N2)Sc2ccccc21 (configuration not stated) | 6 | -24 | 0.9
Cc1c(C(=O)NCc2ccccc2CN2CCCC2)oc2ccc(F)cc12 | -2 | -20 | 0.0
CC(=O)c1ccc(N2Cc3ccccc3C3(CCOCC3)C2=N)cc1 | 14 | -15 | 0.3
CC(C)(C)C(=O)NC1=NCCS1 | 38 | 0 | -0.5
O=C(CCCOc1ccc(Cl)cc1Cl)N/N=C\C1CCCCC1 | 16 | -29 | -1.1
O=C1NC(=Nc2ccccc2)c2c1cccc2[N+](=O)[O-] | 74* | -3 | -0.9
COc1ccc(-n2c(C)cc(SC)c(C(C)=O)c2=S)cc1 | 15 | -12 | -1.8
O=C(O)CCCN1C(=O)c2cccc3cccc(c23)C1=O | 46 | -4 | -2.4
CCC(CC)C(=O)Nc1ccncc1 | -5 | 7 | -0.6
Cc1ccc2c(c1)c(N=Nc1ccc([N+](=O)[O-])cc1)c(O)n2C | 1 | -24 | -1.3
COC(=O)c1cc2c(=O)n3ccccc3nc2n(Cc2cccnc2)c1=N | 63 | -7 | 0.2
COc1ccc([C@H]2CC(=O)C=C(c3ccc4c(c3)sc3ccccc34)C2)cc1 | -5 | -21 | -3.1
COc1ccc(NCc2nnc(SCC(=O)N3CCCc4ccccc43)o2)cc1 | 25 | -21 | 0.3
CN(C)CCCN1C(=O)C(=O)/C(=C(/O)c2ccncc2)C1c1ccccc1 (configuration not stated) | 22 | -5 | -0.5
Cc1ccc(NC(=O)c2ccc3ccccc3n2)cc1S(=O)(=O)N(C)C | 34 | -19 | -1.3
O=C(COC(=O)CCSc1ccc(Cl)cc1)NCc1ccccc1Cl | 10 | -17 | -1.0
CC1CCCN(c2nc3c(c(=O)[nH]c(=O)n3C)n2Cc2ccccc2Cl)C1 (configuration not stated) | 3 | -36 | 0.7
C=CC1CN(C(=O)OCC(Cl)(Cl)Cl)C2CC3c4ccc(OC)cc4NC3C3CC1C2CO3 (configuration not stated) | 6 | -32 | -0.8
CCOc1ccc(CN2CCNC(=O)C2CC(=O)NC2CCOCC2)cc1 (configuration not stated) | -1 | -2 | 0.5
CN(C)c1ccc(/C=C2\C(=N)N3N=C(CC(=O)N4CCCCC4)SC3=NC2=O)cc1 | 20 | 16 | 0.5
CCOc1cc(CO)ccc1OCC(=O)N1CCCCC1 | 9 | -4 | -2.7
O=C(Nc1cccc2ccccc12)c1ccccc1NS(=O)(=O)c1cccc2cccnc12 | 65 | 15 | -0.5
CCC(=O)Nc1ccc2oc(-c3cccnc3)nc2c1 | 7 | -5 | -2.5
CCOC(=O)/C=C/C(=O)Nc1ccc(S(=O)(=O)N(C)c2ccccc2)cc1 | 5 | -6 | -0.2
O=C(N/C(=C/c1ccc(Br)cc1)C(=O)N1CCOCC1)c1cccs1 | 23 | -20 | -1.4
COc1cc(C(=O)N2CCN(Cc3ccccc3C(F)(F)F)CC2)cc(OC)c1OC | 6 | -5 | -1.2
Cc1ccsc1C(=O)OCC(=O)Nc1sccc1C(N)=O | 47 | -20 | 0.2
CC(C)CCNC(=O)NC(=O)COc1ccccc1C#N | 3 | -19 | -0.9
